High-throughput results (PubChem)
Peg3 promoter: inhibitors of Peg3 promoter; HeLa PEG-Prom luciferase reporter, luminescence, overnight; inhibition, % at 20 µM; hit rate 1.7% among 360,000; AID 588405;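 active means inhibition of at least 50% at 20 µM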
Vif imaging: blocks HIV Vif function | HEK293T cells, Vif self-association by quenched fluorescence, imaging, 24 h | AID 602346 | inhibition, % at 7.49 µM | hit rate 0.35% among 340,000; in the data active means inhibition above about 50%, passing the limit was not always enough; further: some results filed as inactive read as strong as hits
CF NFkB block: cystic fibrosis NF-kB activation inhibition | inhibition, % at 5 µM | hit rate 0.86% among 360,000 | KKLEB NF-kB-GFP reporter, PAF-induced, GFP fluorescence overnight;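 active means at least 50% inhibition at 5 µM, scaled per plate between neutral and stimulator controls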;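 further: PAF is a Pseudomonas aeruginosa culture filtrate used as stimulus; plate controls were PAF-stimulated DMSO wells for no effect and unstimulated DMSO wells for full effect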
NR2E3 ag-1: activates human photoreceptor nuclear receptor NR2E3; GST-NR2E3/biotin-RetCOR TR-FRET, 1536-well; inhibition of corepressor binding, % at 4.78 µM; hit rate 0.12% among 320,000; AID 2300;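 active means percent inhibition above the cutoff of mean plus 3 SD of all tested compounds, set per screening campaign, cut at about 20% in these data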;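 further: 0% = DMSO wells and 100% = biotin wells as full block of FRET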
Target sequence (Q9Y5X4 whole entry, looked up): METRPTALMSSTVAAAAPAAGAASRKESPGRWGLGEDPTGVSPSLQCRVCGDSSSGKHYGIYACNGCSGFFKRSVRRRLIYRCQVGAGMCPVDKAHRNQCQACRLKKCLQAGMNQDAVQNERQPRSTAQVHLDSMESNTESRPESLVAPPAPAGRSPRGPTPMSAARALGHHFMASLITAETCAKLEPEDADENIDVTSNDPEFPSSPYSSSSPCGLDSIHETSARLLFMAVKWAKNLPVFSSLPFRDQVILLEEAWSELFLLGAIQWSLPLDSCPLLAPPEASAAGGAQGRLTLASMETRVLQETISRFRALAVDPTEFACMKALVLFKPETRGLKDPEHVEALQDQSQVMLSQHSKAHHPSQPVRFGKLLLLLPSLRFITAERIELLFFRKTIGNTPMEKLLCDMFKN
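Test system – NR2E3–RetCOR corepressor complex · Quantity – NR2E3 fusion 1.35 nM · Buffer or medium – Tris pH 7.5 · Incubation – Compound–protein incubation for 5 h at 4 °C · Technique – TR-FRET, Eu(K)-anti-GST donor, streptavidin-D2 acceptor, ex 340, em 617/671 nm · Evaluation – percent inhibition of 671/617 nm emission ratio versus biotin and DMSO controls · Plate – 1536-well format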
TRPM1 prom inh: MITF TRPM1 promoter inhibition in SK-MEL-5 cells | SK-MEL-5 TRPM1 promoter luciferase, 24 h | inhibition, % at 12.5 µM | hit rate 0.83% among 330,000;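 active means mean inhibition across replicates of 60% or more, whatever share of single replicates reaches that level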; further: values of inactives mirror those of a sister screen read the other way
HIF-2a inh: blocks HIF-2a reporter activity | 786-0 RCC cells HIF-2a reporter, luciferase luminescence, overnight | inhibition, % at 18.8 µM | hit rate 0.72% among 360,000;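 active means inhibition of the luminescence signal of 40% or more relative to plate controls, in a single-dose primary screen at 18.75 µM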
NR2E3 ag-2: human photoreceptor-specific nuclear receptor agonism; CHO-S Gal4-NCOR/VP16-NR2E3 two-hybrid, luciferase; hit rate 0.35% among 360,000; inhibition of corepressor binding, % at 3.98 µM; AID 602229;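 active means inhibition above the mean of all tested compounds plus 3 SD, cut at about 70% in these data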;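 further: 0% = DMSO with NR2E3 transfected cells and 100% = cells lacking NR2E3 construct; higher means lower luciferase signal from less NR2E3 corepressor binding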
CaV13 FRET inh: Disruptors of the CACNA1D IQ motif to Ca2+-dependent inactivation inhibitor domain association, primary screening, Förster resonance energy transfer in intact living … | HEK cells, CFP/YFP FRET ICDI-IQ, plate reader, 10 min; percent FRET-ratio fall versus neutral wells | inhibition, % at 12.3 µM | hit rate 0.098% among 340,000;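 active means mean replicate inhibition of at least 30% and at least 1% of replicates passing that level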;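 further: 0% = median of the neutral control wells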
Shn3 inh set2: Schnurri-3 reporter inhibition in Clone20 osteoblasts | inhibition, % at 12.5 µM | Clone20 osteoblast Shn3 3'UTR firefly luciferase, 24 h | hit rate 0.52% among 360,000;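 active means mean inhibition of at least 75% with every replicate also reaching 75%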;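 further: 0% = median of neutral control wells and 100% = pilot-screen positive control compound; some compounds past the cut are filed as inactive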
KKLEB tox: counter-screen for CF NF-kB inhibitors: cytotoxicity | hit rate 0.36% among 360,000 | KKLEB CF airway cells viability, ATPlite luminescence, overnight; active compounds read low; cells stimulated with P. aeruginosa culture filtrate | activity change (cytotoxicity), % at 5 µM;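 active means corrected activity change at or below -50% at 5 µM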
PDI turbidity: PDI (human) enzyme inhibition; P07237; PDI insulin aggregation turbidity, A650, 90 min; inhibition, % at 10 µM; hit rate 0.052% among 350,000; AID 588391;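 active means mean inhibition across replicates of 30% or more, whatever share of single replicates reach that level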;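 further: absorbance from insulin aggregation driven by PDI reduction with DTT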
Target sequence (P07237 whole entry, looked up): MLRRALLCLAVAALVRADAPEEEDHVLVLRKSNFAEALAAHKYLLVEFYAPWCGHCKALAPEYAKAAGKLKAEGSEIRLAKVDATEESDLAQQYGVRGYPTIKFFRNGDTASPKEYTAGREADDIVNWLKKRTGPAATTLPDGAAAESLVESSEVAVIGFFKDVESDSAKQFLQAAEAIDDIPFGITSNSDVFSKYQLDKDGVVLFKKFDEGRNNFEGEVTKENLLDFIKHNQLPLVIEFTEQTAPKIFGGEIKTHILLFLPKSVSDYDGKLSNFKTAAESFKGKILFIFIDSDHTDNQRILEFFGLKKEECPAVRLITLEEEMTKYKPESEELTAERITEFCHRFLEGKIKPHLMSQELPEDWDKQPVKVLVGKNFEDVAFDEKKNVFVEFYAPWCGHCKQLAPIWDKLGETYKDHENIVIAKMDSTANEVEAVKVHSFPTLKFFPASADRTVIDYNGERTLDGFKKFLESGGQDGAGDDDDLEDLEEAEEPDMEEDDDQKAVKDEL
Active calls of the source: *.

What do the screens show for `CC(=O)c1c(O)cc(O)cc1CC(=O)O`?
Peg3 promoter: 2; Vif imaging: 2; CF NFkB block: 0; NR2E3 ag-1: 1; TRPM1 prom inh: 0; HIF-2a inh: 5; NR2E3 ag-2: -16; Shn3 inh set2: -11; KKLEB tox: 4

What do the screens show for `C#CCn1c(-c2ccccc2)ccc(C#N)c1=O`?
Peg3 promoter: -1; Vif imaging: 35; CF NFkB block: 5; NR2E3 ag-1: -2; TRPM1 prom inh: -11; HIF-2a inh: 4; NR2E3 ag-2: -8; CaV13 FRET inh: -6; Shn3 inh set2: 1; KKLEB tox: -8; PDI turbidity: 2

How did Cn1c(=O)n(CC(=O)NCc2cccnc2)c2ccccc21 do in these assays?
Peg3 promoter: -10; Vif imaging: 12; CF NFkB block: 6; NR2E3 ag-1: 0; TRPM1 prom inh: -5; HIF-2a inh: 2; NR2E3 ag-2: -19; CaV13 FRET inh: -5; Shn3 inh set2: 54; KKLEB tox: 0; PDI turbidity: -2

Results for Cc1ccc(C)c(SCC(=O)OCC(=O)N2CC(C)OC(C)C2)c1 (configuration not stated) ?
Peg3 promoter: -16; Vif imaging: -4; CF NFkB block: 0; NR2E3 ag-1: 0; TRPM1 prom inh: -10; HIF-2a inh: 13; NR2E3 ag-2: 6; CaV13 FRET inh: -2; Shn3 inh set2: -106; KKLEB tox: -9; PDI turbidity: 9

How did COc1ccc(C(=O)NC(=O)N2CCCCC2)cc1 do in these assays?
Peg3 promoter: -2; CF NFkB block: 8; NR2E3 ag-1: 4; TRPM1 prom inh: 1; HIF-2a inh: -5; NR2E3 ag-2: -15; CaV13 FRET inh: -2; Shn3 inh set2: -56; KKLEB tox: 4; PDI turbidity: -11

Results for O=C(O)[C@@H]1CCCN(S(=O)(=O)c2cccc3cccnc23)C1 ?
Peg3 promoter: 7; Vif imaging: -2; CF NFkB block: -15; NR2E3 ag-1: 5; TRPM1 prom inh: 1; HIF-2a inh: 14; NR2E3 ag-2: 8; CaV13 FRET inh: -4; Shn3 inh set2: 4; KKLEB tox: 14; PDI turbidity: -3

How did COC(=O)c1sccc1NC(=O)Nc1cccc(C)c1C do in these assays?
Peg3 promoter: 4; Vif imaging: -1; CF NFkB block: 4; TRPM1 prom inh: 5; HIF-2a inh: 0; NR2E3 ag-2: -3; CaV13 FRET inh: -7; Shn3 inh set2: 5; KKLEB tox: 8; PDI turbidity: -7

What do the screens show for `CC(C)C(=O)N1CCN(c2nc(-c3ccc(Cl)cc3)cs2)CC1`?
Peg3 promoter: -87; Vif imaging: 2; CF NFkB block: 10; NR2E3 ag-1: 4; TRPM1 prom inh: -5; HIF-2a inh: -99; NR2E3 ag-2: -6; CaV13 FRET inh: -5; Shn3 inh set2: -3; KKLEB tox: -1; PDI turbidity: 5

What do the screens show for `O=C(c1ccccc1)N1CCN(c2n[nH]c(=O)[nH]c2=O)CC1`?
Peg3 promoter: 5; Vif imaging: -7; CF NFkB block: 0; NR2E3 ag-1: -1; TRPM1 prom inh: 14; HIF-2a inh: 17; NR2E3 ag-2: -17; CaV13 FRET inh: -4; Shn3 inh set2: -4; KKLEB tox: -6; PDI turbidity: 7

How did CCC(C)c1ccc(NC(=O)c2c([N+](=O)[O-])cnn2CC)cc1 (configuration not stated) do in these assays?
Peg3 promoter: -33; Vif imaging: 4; CF NFkB block: -29; TRPM1 prom inh: 1; HIF-2a inh: -40; NR2E3 ag-2: -32; CaV13 FRET inh: -3; Shn3 inh set2: -3; KKLEB tox: 13; PDI turbidity: -1

How did COC(=O)Cn1c(C)nc(=O)c(-c2ccccc2)c1C do in these assays?
Peg3 promoter: 13; Vif imaging: -15; CF NFkB block: 3; NR2E3 ag-1: 6; TRPM1 prom inh: 7; HIF-2a inh: 11; NR2E3 ag-2: -5; Shn3 inh set2: 8; KKLEB tox: 3; PDI turbidity: -31

What do the screens show for `c1ccc(-c2ccccc2OCCCN2CCCCCC2)cc1`?
Peg3 promoter: 28; Vif imaging: 8; CF NFkB block: 4; NR2E3 ag-1: -1; TRPM1 prom inh: 14; HIF-2a inh: 27; NR2E3 ag-2: -3; CaV13 FRET inh: -5; Shn3 inh set2: 19; KKLEB tox: -3; PDI turbidity: -5

What do the screens show for `CCc1cc(=O)oc2cc(OCC(=O)NCc3ccccn3)ccc12`?
Peg3 promoter: -9; Vif imaging: -1; CF NFkB block: 0; NR2E3 ag-1: 1; TRPM1 prom inh: -6; HIF-2a inh: -9; NR2E3 ag-2: -5; CaV13 FRET inh: -7; Shn3 inh set2: 6; KKLEB tox: 10; PDI turbidity: 8

What do the screens show for `Cc1cc(C)c(C(=O)Nc2ccc(S(=O)(=O)Nc3onc(C)c3C)cc2)c(C)c1`?
Peg3 promoter: -7; Vif imaging: -3; CF NFkB block: -13; NR2E3 ag-1: 1; TRPM1 prom inh: 2; HIF-2a inh: 3; NR2E3 ag-2: -35; CaV13 FRET inh: 3; Shn3 inh set2: 14; KKLEB tox: -3; PDI turbidity: 0

What do the screens show for `Cc1cc(C(=O)OCC(=O)NCc2ccccc2)c2ccccc2n1`?
Peg3 promoter: 22; Vif imaging: -6; CF NFkB block: -9; TRPM1 prom inh: 0; HIF-2a inh: 2; NR2E3 ag-2: -7; CaV13 FRET inh: -4; Shn3 inh set2: 3; KKLEB tox: 16; PDI turbidity: 5

The last 2 records of the part above are carried over, then new ones follow.
What do the screens show for `Cc1cc(C)c(C(=O)Nc2ccc(S(=O)(=O)Nc3onc(C)c3C)cc2)c(C)c1`?
Peg3 promoter: -7; Vif imaging: -3; CF NFkB block: -13; NR2E3 ag-1: 1; TRPM1 prom inh: 2; HIF-2a inh: 3; NR2E3 ag-2: -35; CaV13 FRET inh: 3; Shn3 inh set2: 14; KKLEB tox: -3; PDI turbidity: 0

What do the screens show for `Cc1cc(C(=O)OCC(=O)NCc2ccccc2)c2ccccc2n1`?
Peg3 promoter: 22; Vif imaging: -6; CF NFkB block: -9; TRPM1 prom inh: 0; HIF-2a inh: 2; NR2E3 ag-2: -7; CaV13 FRET inh: -4; Shn3 inh set2: 3; KKLEB tox: 16; PDI turbidity: 5

What do the screens show for `Cc1cccc(N2CCN(CC(O)COCc3cccs3)CC2)c1C` (configuration not stated)?
Peg3 promoter: 20; Vif imaging: -1; CF NFkB block: 17; NR2E3 ag-1: 3; TRPM1 prom inh: 0; HIF-2a inh: 13; NR2E3 ag-2: -19; CaV13 FRET inh: -19; Shn3 inh set2: -1; KKLEB tox: -11; PDI turbidity: -6

What do the screens show for `Cc1ccccc1Nc1cc(=O)oc2ccccc12`?
Peg3 promoter: 6; Vif imaging: -6; CF NFkB block: 1; NR2E3 ag-1: 5; TRPM1 prom inh: -1; HIF-2a inh: -25; NR2E3 ag-2: -33; Shn3 inh set2: 1; KKLEB tox: -6; PDI turbidity: 2

What do the screens show for `NC(=O)c1c(NC(=O)c2ccc(F)cc2Cl)sc2c1CCC2`?
Peg3 promoter: -100; Vif imaging: -3; CF NFkB block: -9; NR2E3 ag-1: -2; TRPM1 prom inh: -59; HIF-2a inh: -230; NR2E3 ag-2: -105; CaV13 FRET inh: -11; Shn3 inh set2: -68; KKLEB tox: 14; PDI turbidity: -7

What do the screens show for `O=C(CCCCCNC(=O)N1CCn2c1nc1ccccc12)NCc1ccc(Cl)cc1`?
Peg3 promoter: -15; Vif imaging: -7; CF NFkB block: 7; NR2E3 ag-1: 3; TRPM1 prom inh: -2; HIF-2a inh: -6; NR2E3 ag-2: 16; CaV13 FRET inh: -2; Shn3 inh set2: 0; KKLEB tox: -17; PDI turbidity: -1

What do the screens show for `COc1ccc(CN2C(=O)c3cccnc3C2=O)cc1S(=O)(=O)N1CCCC(C)C1` (configuration not stated)?
Peg3 promoter: -14; Vif imaging: -4; CF NFkB block: -3; NR2E3 ag-1: 0; TRPM1 prom inh: 10; HIF-2a inh: 7; NR2E3 ag-2: -1; CaV13 FRET inh: -6; Shn3 inh set2: -11; KKLEB tox: 0; PDI turbidity: 11

How did CCN(CC)CCCN=C(C)C1=C(O)c2ccccc2C1=O do in these assays?
Peg3 promoter: -14; Vif imaging: 1; CF NFkB block: -6; NR2E3 ag-1: -1; HIF-2a inh: -51; NR2E3 ag-2: -2; CaV13 FRET inh: -4; Shn3 inh set2: -8; KKLEB tox: -18; PDI turbidity: 3

Results for Cc1cccc(C)c1OCC(O)CN1CCc2ccccc2C1 (configuration not stated) ?
Peg3 promoter: 2; Vif imaging: -5; CF NFkB block: 9; NR2E3 ag-1: -5; TRPM1 prom inh: 9; HIF-2a inh: 19; NR2E3 ag-2: -12; CaV13 FRET inh: -4; Shn3 inh set2: 16; KKLEB tox: -19; PDI turbidity: 3

How did O=C(O)c1cccc(-n2c(/C=C/c3ccccc3)nc3ccccc3c2=O)c1 do in these assays?
Peg3 promoter: 3; Vif imaging: 5; CF NFkB block: -20; NR2E3 ag-1: -1; TRPM1 prom inh: -2; HIF-2a inh: 25; NR2E3 ag-2: 18; CaV13 FRET inh: -17; Shn3 inh set2: -4; KKLEB tox: 12; PDI turbidity: 3

Results for CCOC(=O)C1=CCN(S(=O)(=O)c2ccc(Cl)cc2)C1c1ccccc1 (configuration not stated) ?
Peg3 promoter: 15; CF NFkB block: 8; HIF-2a inh: 4; NR2E3 ag-2: 14; CaV13 FRET inh: -5; Shn3 inh set2: 8; KKLEB tox: -21

Results for COc1ccc(N(CC(=O)Nc2ccc3c(c2)OCO3)S(=O)(=O)c2ccccc2)cc1 ?
Peg3 promoter: 8; Vif imaging: -6; CF NFkB block: -4; NR2E3 ag-1: 2; TRPM1 prom inh: -1; HIF-2a inh: 7; NR2E3 ag-2: 2; CaV13 FRET inh: -2; Shn3 inh set2: -1; KKLEB tox: -13; PDI turbidity: 4

Results for O=C(Nc1cc(Cl)ccc1Cl)C1Cc2ccccc2O/C1=N\O (configuration not stated) ?
Peg3 promoter: -12; Vif imaging: -4; CF NFkB block: 7; TRPM1 prom inh: 14; HIF-2a inh: -4; NR2E3 ag-2: -17; CaV13 FRET inh: -1; Shn3 inh set2: 7; KKLEB tox: -7; PDI turbidity: 12

What do the screens show for `Cc1cccc(C(=O)NC2CC3CCCC(C2)N3C(=O)Nc2ccccc2)c1` (configuration not stated)?
Peg3 promoter: 20; Vif imaging: -8; CF NFkB block: 4; NR2E3 ag-1: 3; TRPM1 prom inh: 2; HIF-2a inh: 10; NR2E3 ag-2: 3; CaV13 FRET inh: -3; Shn3 inh set2: 2; KKLEB tox: -3; PDI turbidity: -2

What do the screens show for `COc1ccc(-c2csc(-c3ccc(O)cc3)n2)cc1`?
Peg3 promoter: -305; Vif imaging: -4; CF NFkB block: 1; NR2E3 ag-1: -1; TRPM1 prom inh: -45; HIF-2a inh: -380; NR2E3 ag-2: -192; CaV13 FRET inh: -6; Shn3 inh set2: -107; KKLEB tox: -2; PDI turbidity: -9
